High-throughput results deposited in PubChem by Broad Institute.
BL2 CD40 inh: CD40 pathway inhibition in BL2 cells; inhibition, % at 10 µM; AID 1053188; BL2 NF-kB luciferase reporter, CD40L-induced, 4 h; actives 0.94% (n = 83,000);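 active = mean inhibition of at least 50% with a set share of replicates also reaching that level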;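 note: 0% = neutral control wells and 100% = IKK inhibitor VII at 50 µM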
Numbers without * were called inactive; & = joins results of further samples; [ ] = dose if it differs, or a comment. The list is partial; the hit share may differ from the screen's.

canonical_smiles,BL2 CD40 inh
COc1ccccc1S(=O)(=O)N(C)C[C@H]1OCc2ccccc2-c2ccccc2C(=O)N([C@@H](C)CO)C[C@H]1C,7[25 µM]
COCC(=O)NC[C@@H]1[C@@H](c2ccccc2)[C@H](CO)N1C(=O)c1ccccc1,-5[25 µM]
COc1cccc(C(NC(C)=O)c2nc(-c3ccc(C)c(C)c3)cs2)c1 (stereo not given),-4
CCOc1ccccc1NC(=O)c1ccc(OCC(=O)N2CCOCC2)c(OC)c1,0
CCOC(=O)N1CCC(NC(=O)c2csc3c2CCCC3)CC1,5
O=C(NCc1ccco1)c1noc2c1CCCCC2,-39
CC(OC(=O)c1ccc(Cl)c(S(N)(=O)=O)c1)C(=O)NCc1ccc2c(c1)OCO2 (stereo not given),-5
O=C(c1ccco1)N(Cc1cc2ccccc2[nH]c1=O)C1CCCCC1,7
C[C@H]1CN([C@@H](C)CO)C(=O)c2cc(NS(C)(=O)=O)ccc2O[C@H]1CN(C)C,2[25 µM]
OCC1(CCOc2ccccc2)CCN(Cc2cn[nH]c2-c2ccc(F)cc2)CC1,17
C[C@H]1CN([C@@H](C)CO)C(=O)c2c(c3ccccc3n2C)-c2ccccc2CO[C@H]1CN(C)CC1CCCCC1,-1[25 µM]
O=C(O)CC1S/C(=N\N=C2CCCCCCC2)N(c2ccccc2)C1=O (stereo not given),-1

Next section.
canonical_smiles,BL2 CD40 inh
Cc1ccc(C(=O)N2CCC(C(=O)NCc3cccnc3)CC2)cc1,3
O=C(Nc1nncs1)C1CC(=O)N(C2CCCC2)C1 (stereo not given),9
CCN(Cc1ccncc1)C(=O)Cc1cccs1,2
CCCCn1c(N)c(N(CCOC)C(=O)CCCc2cccs2)c(=O)[nH]c1=O,-5
O=C(CN1C(=O)c2cccnc2Oc2ccc(Cl)cc21)NC1CCCC1,-7
C[C@H](CO)N1C[C@H](C)[C@@H](CN(C)Cc2cccnc2)OCc2ccccc2-c2ccccc2C1=O,1[25 µM]
CC1(C)C(=O)NCCN1C(=O)CCCC(=O)O,3
CN1C(=O)c2cc(NC(=O)Cc3cccs3)ccc2OC[C@@H]2O[C@H](CC(=O)NCC3CCCCC3)CC[C@H]21,-3[25 µM]
CC(=O)NC[C@@H]1[C@@H](c2ccc(C3=CCCCC3)cc2)[C@@H](CO)N1C(=O)C1CCC1,4
CC1(C(=O)O)CCC(C(N)=O)C1(C)C (stereo not given),10
C[C@@H]1CN([C@@H](C)CO)C(=O)CCCn2cc(nn2)CO[C@H]1CN(C)S(=O)(=O)c1ccccc1,-5
Cc1nc(-c2ccc(S(=O)(=O)N3CCN(Cc4ccccc4)CC3)s2)cs1,8

Continued:
canonical_smiles,BL2 CD40 inh
N#C[C@H]1[C@H](c2ccccc2)[C@@H](CO)N1S(=O)(=O)c1cccc(F)c1,-6[25 µM]
Cc1c(C(=O)N2CCN(S(=O)(=O)c3ccccc3)CC2)oc2ccc(Br)cc12,0
CCOC(=O)C1(CC2CC2)CCN(C(=O)c2cc(C3CC3)nc3ccccc23)CC1,-45
COCC(=O)N1CC2(CN(S(C)(=O)=O)C2)c2c(n(C)c3cc(OC)ccc23)[C@@H]1CO,3[25 µM]
N#Cc1c2n(c3c(=O)n(Cc4ccccc4Cl)cnc13)CCCCC2,-6
CC(OC(=O)c1ccncc1)C(=O)NC1CCCC1 (stereo not given),9
CN(C)C(=O)C[C@H]1CC[C@@H]2[C@H](COc3ccc(NC(=O)C4CCCC4)cc3C(=O)N2C)O1,7
Cc1ccc(S(=O)(=O)N2CCOCC2)cc1NC(=O)COC(=O)/C=C/c1ccc(F)cc1,12
O=C(C1CCOCC1)N1CC(=O)N2[C@H](C1)[C@@H](c1ccc(C#CC3CCCC3)cc1)[C@@H]2CO,1
O=C(CN1CCN(c2ccccc2)CC1)Nc1ccc2c(c1)CCC2,6
CC(=O)N1[C@H](CO)[C@@H](c2ccc(-c3ccc(C#N)cc3)cc2)C12CN(C(=O)C1CC1)C2,-12[25 µM]
COc1ccc(C(=O)Nc2cccc(OC(=O)c3ccco3)c2)cc1,-26

Further structures follow:
canonical_smiles,BL2 CD40 inh
CC(=O)NC(=S)NNC(=O)CCc1ccccc1,0
Cc1ccc(C)n1-c1ccc(C(=O)NC2CCN(Cc3ccccc3)CC2)cc1,4
O=C(COc1cc(=O)n2c(n1)SCCC2)c1ccccc1,-17
OC[C@@H]1[C@H](c2ccc(C#CC3(O)CCCC3)cc2)[C@H]2CN(Cc3cncnc3)CCCCN12,-38[25 µM]
CCOc1ccc(NC(=O)CN(C)C(=O)C2=COCCO2)cc1OCC,-15
COc1cc(OC)cc(C(=O)Nc2cccc(NC(=O)c3ccccc3)c2)c1,6
CN(Cc1ccccc1)C(=O)CCC1CCN(C(=O)c2ccco2)CC1,5
CCOc1ccc(NC(=O)NC(=O)N(C(C)C)S(C)(=O)=O)cc1,-5
CC1CCC(N2CCNCC2)CC1 (stereo not given),2
CN1c2ccc(-c3cccc(F)c3)cc2[C@H]2[C@H](CCN2S(=O)(=O)c2cccc(F)c2)[C@@H]1CO,9
O=C(Nc1ccccc1F)N1C[C@H]2[C@@H](c3ccccc31)[C@H](CO)N2C(=O)C1CCCCC1,-15[25 µM]
COc1cccc(N2CC(C(=O)NCc3n[nH]c(=O)c4ccccc34)CC2=O)c1 (stereo not given),-1

(cont.)
canonical_smiles,BL2 CD40 inh
COc1ccc(CN(C)C(=O)c2cccc(S(=O)(=O)N3CCc4ccccc43)c2)c(OC)c1,9
CC(=O)c1ccc(S(=O)(=O)NCCC(=O)NCCc2c[nH]c3ccccc23)cc1,-35
Cn1cncc1COC(=O)c1ccc(Cl)cc1,13
Cc1ccccc1N1CC(C(=O)N2CCCCCC2)CC1=O (stereo not given),16
C/C=C/c1ccc(C2[C@@H]3CN(C(=O)Cc4ccccc4)C[C@H]2N3)cc1 (stereo not given in full),-6&0[25 µM]
O=C1OC(OC(=O)c2cccnc2Nc2cccc(C(F)(F)F)c2)c2ccccc21 (stereo not given),85*[25 µM]
O=[N+]([O-])c1cc(Cl)c2cccnc2c1O,7
COc1ccc(OCCCC(=O)OC(C)C(=O)Nc2ccccc2[N+](=O)[O-])cc1 (stereo not given),9
O=C(CN1CCC(NC(=O)C2CCCCC2)CC1)Nc1ccccc1,2
Cc1ccc(C)c(S(=O)(=O)Nc2ccc(C(=O)NCCCN3CCOCC3)cc2)c1,-3
Cc1c(Br)c([N+](=O)[O-])nn1CC(=O)NCc1ccccn1,14
Cc1ccc(C)c(-c2nnc(NC(=O)c3ccco3)o2)c1,-5

Three entries from above, with values ahead of the structure:
BL2 CD40 inh | structure
7 | O=[N+]([O-])c1cc(Cl)c2cccnc2c1O
9 | COc1ccc(OCCCC(=O)OC(C)C(=O)Nc2ccccc2[N+](=O)[O-])cc1 (stereo not given)
2 | O=C(CN1CCC(NC(=O)C2CCCCC2)CC1)Nc1ccccc1

Copied from above (7 entries):
canonical_smiles,BL2 CD40 inh
Cc1ccccc1N1CC(C(=O)N2CCCCCC2)CC1=O (stereo not given),16
C/C=C/c1ccc(C2[C@@H]3CN(C(=O)Cc4ccccc4)C[C@H]2N3)cc1 (stereo not given in full),-6&0[25 µM]
O=C1OC(OC(=O)c2cccnc2Nc2cccc(C(F)(F)F)c2)c2ccccc21 (stereo not given),85*[25 µM]
O=[N+]([O-])c1cc(Cl)c2cccnc2c1O,7
COc1ccc(OCCCC(=O)OC(C)C(=O)Nc2ccccc2[N+](=O)[O-])cc1 (stereo not given),9
O=C(CN1CCC(NC(=O)C2CCCCC2)CC1)Nc1ccccc1,2
Cc1ccc(C)c(S(=O)(=O)Nc2ccc(C(=O)NCCCN3CCOCC3)cc2)c1,-3

(cont.)
mol	BL2 CD40 inh
O=C(NCC(c1ccco1)N1CCN(c2ccccc2)CC1)c1ccc2c(c1)OCO2 (stereo not given)	3
C[C@@H]1CN([C@H](C)CO)C(=O)c2cc(NC(=O)Nc3ccc(C(F)(F)F)cc3)ccc2O[C@@H](C)CCCCO[C@@H]1CN(C)CC1CCCCC1	43[25 µM]
COC(=O)c1ccc(OCCN2C3=NCCN3c3ccccc32)cc1	11
CCOCc1c(C(=O)NCC(c2ccco2)N2CCCC2)oc2ccccc12 (stereo not given)	2
CC(=O)c1ccc(OCCCC(=O)NC2CCCc3ccccc32)cc1 (stereo not given)	3
Cc1ccc(S(=O)(=O)N(C)CC(=O)NCCc2c[nH]c3ccccc23)cc1	12
CCOC(=O)c1sc(N)nc1C(C)C	1
CCN(CC(=O)NC(C)(C)C)C(=O)c1ccc(Br)cc1	15
N#C[C@H]1[C@@H](c2ccccc2C2=CCCCC2)[C@H](CO)N1S(=O)(=O)c1ccccc1	11[25 µM]
COc1ccc(-c2csc(NC(=O)CCNC(=O)c3ccco3)n2)cc1	-1
O=C(N[C@@H]1CC[C@H](CCNC(=O)C2CCCC2)O[C@@H]1CO)c1ccccn1	0
Cn1nc(C(C)(C)C)cc1C(=O)N1CCCCC1c1cc(C(=O)Nc2ccc3c(c2)OCO3)no1 (stereo not given)	17
Cc1nc2sccc2c(=O)n1N	2
C[C@@H]1CN([C@H](C)CO)C(=O)c2cc(NC(=O)NC3CCCCC3)ccc2O[C@@H](C)CCCCO[C@H]1CN(C)S(C)(=O)=O	-18[25 µM]
C[C@@H]1CN([C@H](C)CO)C(=O)c2c(c3ccccc3n2C)-c2ccccc2CO[C@@H]1CN(C)C(=O)Nc1cccc(Cl)c1Cl	38[25 µM]
CC(=O)N1CCC(=O)N(C(C)C)c2ccccc21	3
Cc1cccc(OCC(=O)NC(Cc2ccccc2)C(=O)O)c1 (stereo not given)	2
Cc1c(C(=O)N(Cc2nnc(-c3ccccc3Cl)o2)C2CC2)oc2ccccc12	-4
COc1cccc(S(=O)(=O)N[C@@H]2CC[C@@H](CCN)O[C@H]2CO)c1	4
O=C(N1CCN(CCO)CC1)N1c2ccccc2CCc2ccccc21	3
Cn1nccc1C(=O)N1CCCC(N2CCN(Cc3ccc4c(c3)OCO4)CC2)C1 (stereo not given)	28
O=C(c1ccc2c(=O)n3c(nc2c1)CCC3)N1CCCSC1=Nc1ccccc1	-4
CO[C@@H]1CN(C)C(=O)c2cc(NS(=O)(=O)c3cccc(Cl)c3)ccc2OC[C@@H](C)NC[C@H]1C	-6[25 µM]
CCCCNC(=O)COC(=O)C1CCN(S(=O)(=O)c2ccc3c(c2)OCCO3)CC1	-2
C[C@@H]1CN([C@H](C)CO)S(=O)(=O)c2ccc(-c3cccc(C#N)c3)cc2O[C@@H]1CN(C)C(=O)c1ccccc1	-4[25 µM]
CC(=O)c1sc(-c2cccc(Cl)c2)nc1C	-30
COc1ccc2c(c1OC)C(=O)N1N=C(c3ccccc3)CC21 (stereo not given)	-23
CSC1=NC(C)N2C(SC)=NC(C)N12 (stereo not given)	-1
O=C(NCc1ccco1)c1cc(C(=O)C2CC2)c[nH]1	8
COCC(=O)N1[C@@H](C#N)[C@@H](c2ccccc2-c2cccc(OC)c2)[C@@H]1CO	-10[25 µM]

Going on with the list:
mol	BL2 CD40 inh
COC(=O)c1cc(NC(=O)c2ccccc2F)cc(C(=O)OC)c1	8
CCOC(=O)c1ccc(NC(=O)Nc2ccc3c4c(cccc24)C(=O)N3CC)cc1	5
CN(C)CC#Cc1ccc([C@H]2[C@@H](CO)N(C(=O)C3CC3)[C@H]2C#N)cc1	-3
C[C@@H]1CN([C@@H](C)CO)C(=O)c2ccccc2-c2ccccc2CO[C@@H]1CN(C)S(=O)(=O)c1ccc(Cl)cc1	12
O=C(C[C@@H]1C[C@H]2c3cc(NC(=O)C4CCOCC4)ccc3O[C@H]2[C@@H](CO)O1)NC1CCCC1	3
O=C(Nc1ccc(F)cc1)c1oc2ccccc2c1NC(=O)C1CCCC1	4
c1ccc2c(c1)OCC(CNc1ncnc3sccc13)O2 (stereo not given)	-20
C[C@H]1CN([C@@H](C)CO)C(=O)CCCn2cc(nn2)CO[C@@H]1CN(C)Cc1ccc(Oc2ccccc2)cc1	1
C/C=C/c1ccc([C@H]2[C@@H](CO)N3CCCCN(C(=O)c4ccc(F)cc4)C[C@@H]23)cc1	3[25 µM]
COc1ccc(S(=O)(=O)Nc2cc3c4c(c2)CC(=O)N4CCC3)cc1	7
CCOC(=O)c1nnn(-c2ccc([N+](=O)[O-])cc2)c1C	-12
CCCNC(=O)c1nn2cc(Br)cnc2c1Cl	-7
COC(=O)c1ccccc1NC(=O)N1CCN(C/C=C/c2ccccc2)CC1	0
COc1cccc(F)c1C(=O)NC(=O)Nc1ccc2nc(C)oc2c1	14
COc1ccc(NC(=O)CSCC(=O)OCc2cccc(OC)c2OC)cc1	0
O=C(NCCCN1CCOCC1)c1ccc(NS(=O)(=O)c2ccccc2)cc1	6
COCCNC(=O)CN1C(=O)COc2ccc(Cl)cc21	2
CCCNC(=O)N1[C@H](C#N)[C@@H](c2ccc(/C=C/c3ccccc3)cc2)[C@H]1CO	30[25 µM]
O=C(Nc1ccccc1Cl)N1C[C@H]2[C@@H](c3ccccc31)[C@@H](CO)N2C(=O)c1cccnc1	-14[25 µM]
O=C(Cc1cccs1)NCc1cccs1	-13
O=C(c1cc2c(F)cccc2s1)N1CCCC1	-6
CCc1nn(CC(=O)N2CCCCCC2)c(=O)c2cc3ccccc3n12	12
CN(C)CC(=O)N1[C@H](CO)[C@H](c2ccccc2-c2ccccc2F)[C@@H]1C#N	-7[25 µM]
CC(=O)NCC(=O)OCC(=O)c1ccc(Br)cc1	8
O=C(COC(=O)CC1CCCC1)Nc1cc2c(cc1Cl)C(=O)c1ccccc1C2=O	-114
Cc1nn(Cc2ccccc2)c(C)c1CNC(=O)CN=C1NS(=O)(=O)c2ccccc21	-5
Cn1cnc(S(=O)(=O)N2CC[C@@H]3[C@@H](CO)Nc4ccc(-c5ccccc5F)cc4[C@@H]32)c1	-11[25 µM]
Cc1ccc(NC(=O)CNc2ccc(N3CCOCC3)cc2)cc1S(=O)(=O)N(C)C	5
FC(F)(F)c1cnc(-c2cnc(-c3ccncc3)nc2)c(Cl)c1	-45
CCOC(=O)CCc1c(C)n[nH]c1C	10
C=C(C)C1Cc2c(C)nn(-c3ccccn3)c2C1 (stereo not given)	2
